Dynein transport – blocks dynein driven cargo transport along microtubules. AID 1381. z-score, hits read low. 3617.4 mouse cells, GR-EGFP nuclear translocation imaging; test concentration mostly 20 µM; stimulated with dexamethasone, 1 µM; hits give low values. 220,000 tested, 0.47% active;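 active means plate z-score of nuclear minus cytoplasmic receptor signal below a set negative limit, without overly bright fluorescence or cell loss, cut at about -3.5 in these data, passing the limit was not always enough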;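 further: z-score of nuclear minus cytoplasmic ring GR-EGFP intensity difference per well; some compounds called inactive have numbers as strong as hits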
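Also added – dexamethasone, 1.0 µM final · Buffer or medium – tet-free, stripped-serum medium · Schedule – induction 48 h, compound 1 h, agonist 30 min · Detection – formaldehyde fixation, Hoechst nuclear stain, 10x automated fluorescence imaging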
MT stabilize HCS – stabilizes microtubules in HeLa cells; HeLa tubulin immunostaining HCS, 24 h; share of cells brighter than vehicle mean+2SD; % tubulin-high responders, % at 10 µM; 200,000 tested, 0.83% active; AID 2205;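 active means plate Z-score above 3 for both tubulin-high and condensed-nucleus cell shares, with cell loss under 80%, at 10 µM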;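 further: anti alpha tubulin signal scored within the nucleus-defined area of each cell; some results filed as inactive read as strong as hits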
Hep lipid drop – modulators of hepatic lipid droplet formation; AID 1656; 240,000 tested, 0.4% active; inhibition, % at 6.5 µM; AML12 mouse hepatocytes, oleate lipid droplets, BODIPY imaging;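 active means lipid droplet intensity inhibited by at least 50%, with more than 500 cells counted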
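Assay system: AML12 hepatocytes (mouse) / Also added: 100 µM oleic acid challenge / Times: overnight treatment with compound plus oleate / Detection: high-content imaging of BODIPY-stained droplets and DAPI nuclei / Evaluation: % inhibition of lipid droplet signal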
CSM14.1 death rescue – rescue of cells from ER stress-induced death, primary screen, 384-well, CSM14.1, thapsigargin, ATP luminescence (AID 1222); CSM14.1 thapsigargin-induced death rescue, ATP luminescence; higher % means a stronger effect; cellular ATP content (survival), % at 20 µM, or EC50 in µM where a hit was titrated; 190,000 tested, under 10 active;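 active means EC50 below 50 µM in the dose-response confirmation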;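 further: death triggered by thapsigargin at about 15 µM added after 2 h compound pretreatment; cell ATP read after overnight thapsigargin exposure of roughly 18 to 22 hours; normalized against plate controls of thapsigargin alone and 5% DMSO vehicle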
Yfh1-depleted yeast – enhancers of respiration in Yfh1-depleted yeast, dose response, Friedreich's ataxia, plus single-dose screen (AID 1465). S. cerevisiae Yfh1-off respiration, WST-1 reduction, 72 h; higher fold induction means a stronger effect. one-dose fold induction at 50 µM; EC50 in µM for titrated hits. 220,000 tested, 0.074% active;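 active means fold induction of absorbance versus untreated yeast above a set limit, then at least 30% activation at any dose in follow-up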;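 further: activators that raise dye reduction in frataxin-depleted yeast; strong numbers were not always called active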
Insulin prom up – MIN6 insulin promoter up-regulation | MIN6 insulin promoter-GFP reporter, high-content imaging; hits give high values | z-score at 5 µM | 190,000 tested, 0.3% active;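 active means z-score above 3 at 5 µM with at least 500 cells counted in the well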
P. falciparum M1AAP – P. falciparum M1AAP inhibitors, biochemical, fluorogenic H-Leu-NHMec substrate, 1536-well (AID 1445); recombinant M1AAP, H-Leu-NHMec fluorogenic kinetic assay; higher % means a stronger effect; inhibition, % at 30 µM; hits with a dose series show IC50 in µM; 220,000 tested, 0.42% active;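 active means primary inhibition above the hit cutoff, then over 50% inhibition at one or more dose response concentrations, cut at about 23% in these data, passing the limit was not always enough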;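 further: plate controls were DMSO full reaction for no effect and no enzyme background for full effect; strong numbers were not always called active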
M17LAP inhibition – P. falciparum M17LAP inhibitors, primary screen, biochemical, fluorogenic H-Leu-NHMec substrate, 1536-well (AID 1619); recombinant M17LAP, H-Leu-NHMec fluorogenic kinetic assay; higher % means a stronger effect; one-dose inhibition, % at 30 µM; IC50 in µM for titrated hits; 220,000 tested, 0.38% active;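 active means compound inhibiting the enzyme by more than half at any dose during confirmatory dose-response retesting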;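 further: plate controls were full reaction with DMSO carrier for no effect and no enzyme background for full effect; strong numbers were not always called active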
Autophagy mod – modulators of autophagy | calls only at 10 µM (by protocol) | MEF GFP-LC3 puncta imaging; test concentration mostly 10 µM | 190,000 tested, 0.98% active;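 active means percentage of spot-positive cells more than 3 SD above its plate mean, without a fluorescence outlier flag or 80% toxicity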;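 further: spot-positive cell cutoff set from DMSO-treated cells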
Dynein transport cytoplasmic EGFP – further read-out of Dynein transport, marked with its call; z-score; measured here: cytoplasmic GR-EGFP intensity; hits give high values
Dynein transport nuclear GR-EGFP – also measured in Dynein transport; calls as there; z-score; measured here: nuclear GR-EGFP intensity;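 lower value marks the stronger effect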
Dynein transport cell count – also measured in Dynein transport; calls as there; z-score; measured here: cell count per field
Insulin prom up cell count – further read-out of Insulin prom up, marked with its call; cell count; measured here: cytotoxicity, nuclei count;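 total cells summed across four imaged fields per well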
Hep lipid drop cells 6.5 µM – also measured in Hep lipid drop; calls as there; cell count; measured here: cell count, cytotoxicity flag;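 cells counted across two imaged fields per well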
MT stabilize HCS Hoechst-high % – also measured in MT stabilize HCS; calls as there; % Hoechst-high responders; measured here: nuclear condensation Hoechst responders;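 share of cells brighter than vehicle mean plus two SD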
MT stabilize HCS cytotoxicity % – further read-out of MT stabilize HCS, marked with its call; toxicity, %; measured here: cytotoxicity by cell density;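 0% = mean cell density of plate MIN control wells and 100% = no cells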
Autophagy mod cell loss 18 h – second read-out of Autophagy mod, no call of its own (marks repeat the call); toxicity, %; measured here: cell loss, nuclei count;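 cell loss after 18 h compound exposure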
* marks the source's active call; other numbers are inactive results; i = inactive; . = no result given; + = active, no number.

SMILES	Dynein transport	Dynein transport cytoplasmic EGFP	Dynein transport nuclear GR-EGFP	Dynein transport cell count	MT stabilize HCS	MT stabilize HCS Hoechst-high %	MT stabilize HCS cytotoxicity %	Hep lipid drop	Hep lipid drop cells 6.5 µM	CSM14.1 death rescue	Yfh1-depleted yeast	Insulin prom up	Insulin prom up cell count	P. falciparum M1AAP	M17LAP inhibition	Autophagy mod	Autophagy mod cell loss 18 h
O=C(/C=C/c1c(F)cccc1Cl)Nc1ncccn1	-0.58	0.4	-0.45	0.39	2.5	3.6	2.6	-22	643	-3.0%	i	0.33	1406	4%	0%	i	8
C=CCn1c(O)c(N=NC(=O)c2cccnc2)c2cc(Br)ccc21	1.7	-0.26	1	-0.53	.	.	.	1	673	.	i	-0.65	1325	2%	14%	.	.
CCOC(=O)C1=c2/c(=C/c3ccccc3OC)c(N)c(C#N)n2C(=O)C(c2ccccc2OC)S1 (centres undefined)	0.11	-0.075	0.38	0.32	2.4	1.1	1.2	8	770	-0.7%	.	-0.68	958	-14%	-3%	+	6.0*
Cc1ccc(NS(=O)(=O)c2ccc(N3CCN(c4ccc(O)cc4)CC3)c([N+](=O)[O-])c2)c(C)c1	0.36	-0.29	-0.15	-0.29	1.9	1.9	2.0	-20	611	0.2%	i	-0.7	1175	-1%	-4%	i	-4
Cc1ccc(-n2ncc3c(=O)[nH]cnc32)c(C)c1	-1.2	-0.38	-0.5	0.96	3.5	2.8	5.7	.	.	-0.1%	i	1.1	1659	0%	8%	i	5
CCC1CCCCN1C(=O)CSc1nnc(-c2ccco2)o1 (centres undefined)	1.2	-0.27	1.1	0.34	3.0	1.8	1.5	-19	757	-3.6%	i	-1.4	1227	-2%	16%	i	6
Cc1cc(C)n(-c2nnc(C)n2NS(=O)(=O)c2ccc(F)cc2)n1	-0.47	-0.3	0.07	0.35	3.4	2.8	8.4	.	.	-0.4%	i	0.81	1425	13%	5%	i	-9
CC(=O)N1N=C(c2ccc(C)cc2)OC1c1ccc(C)cc1 (centres undefined)	1.9	0.093	1.1	-1.6	1.9	2.0	10	-3	773	-0.9%	i	-0.31	965	3%	-7%	i	4
Cc1csc(SCCn2c(N3CCOCC3)nc3c2c(=O)[nH]c(=O)n3C)n1	2.9	0.31	2.3	-1.8	5.4	0.9	8.2	-4	628	.	i	1.9	1983	8%	0%	.	.
O=C(Cn1cc(C(=O)c2ccco2)c2ccccc21)NC1CCCC1	-0.84	-0.34	-0.13	0.27	4.2	3.0	8.6	.	.	1.5%	i	0.08	1222	9%	19%	i	-18
c1nc2sc3c(c2c2nnnn12)CCCC3	-0.25	-0.16	-0.029	1.4	4.7	4.7	4.4	-7	728	0.8%	i	.	.	8%	9%	i	-1
O=C(CSc1nc2ccccc2o1)N1CCCC1	-0.066	-0.17	0.36	0.55	3.0	1.5	5.8	.	.	0.0%	i	-0.96	1097	2%	5%	i	-47
O=C(O)c1ccccc1-c1csc(-c2ccccc2)n1	0.31	-0.24	0.47	-0.065	1.5	1.8	6.0	0	710	-0.3%	i	-0.3	1527	-6%	-1%	i	-3
COc1ccc(/C(C)=N\NS(C)(=O)=O)c(OC)c1	-0.81	-0.28	-0.8	0.97	4.4	3.2	3.2	18	729	-4.1%	i	0.33	1200	6%	4%	i	3
O=C(N/N=C/c1cccs1)c1cccc2cc[nH]c12	3.5	-0.12	1.7	-1.7	2.5	1.7	2.1	8	721	-2.3%	i	.	.	8%	9%	i	7
O=C(O)CCC(=O)Nc1ccc(-c2nnc(-c3ccco3)o2)cc1	-0.35	-0.075	0.0082	0.48	5.3	3.5	4.7	.	.	-1.0%	i	-1.1	1007	2%	-32%	i	-2
COc1ccc(-c2cc(C(F)(F)F)n3ncc(C(=O)NCC4CCCO4)c3n2)cc1OC (centres undefined)	-0.61	-0.11	-0.23	0.83	4.1	2.8	12	.	.	-0.7%	i	-1.9	1408	4%	7%	i	2
O=C(CCN1CCN(CCO)CC1)Nc1ccc(OCc2ccccc2)cc1	-0.048	-0.18	-0.084	0.24	1.7	1.4	7.6	16	800	2.5%	i	-0.41	1282	8%	7%	i	-7
COC(=O)C1=C(COc2ccccc2)NC(=O)NC1c1ccc(Br)cc1 (centres undefined)	0.38	-0.33	0.56	0.57	3.7	4.6	3.4	11	762	-6.2%	i	-0.16	1181	1%	8%	i	-6
COCc1nc2ccccc2n1CCOc1ccccc1OC	-0.55	-0.18	-0.023	-0.044	5.3	2.2	9.4	.	.	0.3%	i	-0.61	1092	2%	12%	i	19

An excerpt from above in order of their number in Dynein transport, ascending:
SMILES | Dynein transport
COCc1nc2ccccc2n1CCOc1ccccc1OC | -0.55
CCC1CCCCN1C(=O)CSc1nnc(-c2ccco2)o1 (centres undefined) | 1.2
O=C(N/N=C/c1cccs1)c1cccc2cc[nH]c12 | 3.5

Later entries
SMILES	Dynein transport	Dynein transport cytoplasmic EGFP	Dynein transport nuclear GR-EGFP	Dynein transport cell count	MT stabilize HCS	MT stabilize HCS Hoechst-high %	MT stabilize HCS cytotoxicity %	Hep lipid drop	Hep lipid drop cells 6.5 µM	CSM14.1 death rescue	Yfh1-depleted yeast	Insulin prom up	Insulin prom up cell count	P. falciparum M1AAP	M17LAP inhibition	Autophagy mod	Autophagy mod cell loss 18 h
COc1ccc(COc2cc(-c3cccc(OC)c3)nc3ccc(NC(=O)c4ccccc4)cc23)cc1	-0.14	-0.22	0.24	0.71	6.4	9.9	3.1	-4	615	-0.9%	i	-0.47	1052	14%	-1%	i	-1
COc1ccc(CCNC(=O)C23CN(Cc4ccccc4)CC2C(c2cccc([N+](=O)[O-])c2)=NO3)cc1 (centres undefined)	0.19	1.2	0.72	-0.11	2.8	1.8	9.0	0	669	-2.3%	i	0.88	2002	-1%	-5%	i	-24
CCC(c1nnc(SCC(=O)Nc2nnc(-c3ccccc3)o2)n1Cc1ccccc1)N(C)C (centres undefined)	0.76	0.14	0.49	-0.16	5.0	1.5	0.7	.	.	-1.4%	i	-0.27	1777	18%	0%	i	5
COc1ccc(C(=O)/C=C/c2ccc(O)cc2)cc1	-1.2	-0.058	-0.55	0.092	4.0	1.4	3.3	12	733	-0.1%	i	-0.32	1359	9%	5%	i	8
O=C(N/N=C/c1cccnc1)c1cc(-c2cccs2)nc2ccccc12	0.77	0.055	1.4	-0.7	8.2	27	23	18	699	-1.9%	i	-0.47	1359	17%	-17%	i	4
CSc1n[nH]c(-c2ccc(C(F)(F)F)cc2)n1	2.3	-0.15	1.7	-2.1	.	.	.	-19	754	.	i	-0.12	1012	-1%	-11%	.	.
NNC(=O)Cn1cnc2ccccc21	-0.18	-0.36	0.18	0.79	2.7	3.0	6.3	11	665	0.6%	i	0.61	1142	-3%	10%	i	-2
C[n+]1ccc(/C=C/c2c[nH]c3ccccc23)cc1	0.72	-0.095	0.31	-0.81	3.0	2.4	4.5	3	587	2.7%	i	.	.	5%	27%	i	1
CC(=O)c1c(C)[nH]c(C(=O)OCCOc2ccccc2)c1C	-0.19	0.27	-0.29	0.45	3.0	2.0	3.0	11	698	1.6%	i	-0.25	1282	5%	-4%	i	23
O=C(CN1C(=O)C2CCCCC2C1=O)OCC(=O)c1ccc(Cl)s1 (centres undefined)	-1.6	-0.15	-0.8	0.19	2.8	2.7	4.1	0	700	-0.8%	i	-0.21	1290	5%	18%	i	-13
CCn1cc(Br)c(C(=O)N(C)Cc2ccccc2)n1	0.093	-0.29	-0.22	0.38	4.5	2.0	6.6	0	701	-1.1%	i	-0.97	1038	5%	2%	i	1
Cc1ccc(S(=O)(=O)c2c(C)cc(C)nc2N2CCCC2)cc1	-0.89	-0.28	-0.41	1	2.7	1.2	6.8	-30	638	-0.4%	i	-0.54	1597	10%	-2%	i	-40
CSCC(O)Cn1ncc2ccccc2c1=O (centres undefined)	-0.89	-0.018	-0.045	1.2	.	.	.	-18	773	.	i	-0.4	1110	-2%	-6%	.	.
COc1ccc(C2Nc3cccc4cccc(c34)N2)cc1	-1	-0.23	-0.38	1.1	3.3	2.0	3.5	-13	648	4.7%	i	0.07	1389	5%	-4%	i	23
Cc1cc(NC(=O)CSc2nc3ccccc3c(=O)n2C2CCCC2)no1	-0.34	-0.22	0.031	0.24	15	61	30	.	.	-1.4%	i	0.75	864	3%	-4%	i	60
C=CCn1cnc2c(nnn2-c2ccc(C)c(C)c2)c1=O	-0.49	0.0095	-0.28	0.74	3.1	1.6	16	-2	720	1.1%	i	.	.	3%	-6%	i	8
Cc1c(NC2=C(Cl)C(=O)N(c3ccccc3)C2=O)c(=O)n(-c2ccccc2)n1C	-1.6	-0.17	-0.44	0.94	1.8	1.4	4.9	9	763	-0.8%	i	1.3	703	8%	0%	i	2
O=C(COC(=O)c1ccc([N+](=O)[O-])o1)NC1CCS(=O)(=O)C1 (centres undefined)	0.056	-0.24	-0.25	-0.15	2.7	3.1	7.3	0	653	-0.1%	i	0.78	1424	4%	20%	i	2
NCCn1c(-c2ccccc2)cc(C(=O)O)c1-c1ccccc1F	0.17	-0.0044	0.41	0.67	2.5	2.3	10	-29	675	-3.9%	i	0.4	1062	16%	9%	i	-14
Cc1csc(NC(=O)CSCC(=O)O)c1-c1nc2ccccc2s1	-0.59	-0.27	-0.53	0.9	.	.	.	20	732	.	i	1.2	1389	7.1µM*	2%	.	.

From PubChem
